G9a block = inhibitors of human histone lysine methyltransferase G9a | Q96KQ7 | G9a H3K9 monomethylation, AlphaScreen, 2 h | Potency, µM (top dose mostly 102 µM), inactives show top-dose activity, negative = inhibition, hits mostly inhibitors | 8.8% of 350,000 active; also: % is scaled to controls: 0 for no effect and ±100 for the full control effect; nearly all actives have a fitted effect of over 75% in size
Target sequence (Q96KQ7 913-1193 limits assumed): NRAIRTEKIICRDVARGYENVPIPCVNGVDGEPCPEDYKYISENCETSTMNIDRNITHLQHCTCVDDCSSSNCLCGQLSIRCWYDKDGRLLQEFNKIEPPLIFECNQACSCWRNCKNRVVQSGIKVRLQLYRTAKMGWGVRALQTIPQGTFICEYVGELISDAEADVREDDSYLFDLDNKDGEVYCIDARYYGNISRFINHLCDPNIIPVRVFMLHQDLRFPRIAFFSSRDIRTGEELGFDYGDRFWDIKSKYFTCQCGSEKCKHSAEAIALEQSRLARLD
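Compounds were preincubated with 20 nM G9a for 15 min, after which biotinylated H3K9 peptide (500 nM) and SAM (20 uM) started a 2 h room-temperature reaction. Monomethylated product was quantified by antibody-based AlphaScreen chemiluminescence.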
Tb PGK inh = T. brucei PGK inhibition. 0.043% of 380,000 active. Potency, µM (series often up to 57.5 µM), inactives show top-dose activity change, negative = inhibition, hits mostly inhibitors. PGK/GAPDH coupled, Kinase-Glo luminescence, 60 min. P07378. AID 602233; also: % is scaled to controls: 0 for no effect and ±100 for the full control effect; nearly all actives have a fitted effect of over 60% in size
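Recombinant glycosomal PGK reaction used 1,3-bisphosphoglycerate generated in-well by GAPDH (100nM final) in 100mM TEA pH 7.6, 5mM MgCl2, 0.01% Tween-20. After 60 minutes at room temperature, ATP was read by Kinase-Glo Plus luminescence end-point.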
JMJD2A Tudor = inhibitors of human JMJD2A Tudor domain; AlphaScreen JMJD2A-Tudor / H3K4me3 peptide binding; AID 504339; Potency, µM (doses to about 114 µM), for inactives: at the top dose activity change, negative = inhibition, usual class: inhibitors; O75164; 4.4% of 390,000 active; also: % is scaled to controls: 0 for no effect and ±100 for the full control effect; nearly all actives have a fitted effect of over 50% in size
HP1b chromo inh = blocks HP1-beta chromodomain binding to methylated histone tails | 0.56% of 390,000 active | AlphaScreen HP1-beta / biotin-H3K9me3 peptide binding | AID 540317 | P83916 | Potency, µM (series often up to 114 µM), inactives show top-dose activity change, negative = inhibition, most hits filed as inhibitors; also: nearly all actives have a fitted effect of over 70% in size; inactives centre near 23
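Compound inhibition of the preformed complex between 50 nM HP1-beta and 50 nM biotinylated H3K9me3 peptide was read by AlphaScreen. Buffer was PBS pH 7.4 with 0.01% Tween-20. Incubations ran 30 min at room temperature, with 10 ug/mL donor/acceptor beads.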
BLM inh = blocks DNA unwinding by human BLM helicase; Potency, µM (series often up to 56.1 µM), inactives show top-dose activity change, negative = inhibition, most hits filed as inhibitors; 0.2% of 350,000 active; recombinant BLM DNA unwinding, fluorescence dequenching; P54132;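 also: plate controls were vehicle for no effect and no enzyme for full effect; nearly all actives have a fitted effect of over 35% in size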
Pol iota inh = DNA polymerase iota (human) inhibition. 1% of 390,000 active. Q9UNA4. AID 588590. Pol iota fluorescent replication assay, 10 min. Potency, µM (titrated, usually from 115 µM), for inactives: top-dose activity, negative = inhibition, actives largely listed as inhibitors
Target sequence (Q9UNA4 whole entry, looked up): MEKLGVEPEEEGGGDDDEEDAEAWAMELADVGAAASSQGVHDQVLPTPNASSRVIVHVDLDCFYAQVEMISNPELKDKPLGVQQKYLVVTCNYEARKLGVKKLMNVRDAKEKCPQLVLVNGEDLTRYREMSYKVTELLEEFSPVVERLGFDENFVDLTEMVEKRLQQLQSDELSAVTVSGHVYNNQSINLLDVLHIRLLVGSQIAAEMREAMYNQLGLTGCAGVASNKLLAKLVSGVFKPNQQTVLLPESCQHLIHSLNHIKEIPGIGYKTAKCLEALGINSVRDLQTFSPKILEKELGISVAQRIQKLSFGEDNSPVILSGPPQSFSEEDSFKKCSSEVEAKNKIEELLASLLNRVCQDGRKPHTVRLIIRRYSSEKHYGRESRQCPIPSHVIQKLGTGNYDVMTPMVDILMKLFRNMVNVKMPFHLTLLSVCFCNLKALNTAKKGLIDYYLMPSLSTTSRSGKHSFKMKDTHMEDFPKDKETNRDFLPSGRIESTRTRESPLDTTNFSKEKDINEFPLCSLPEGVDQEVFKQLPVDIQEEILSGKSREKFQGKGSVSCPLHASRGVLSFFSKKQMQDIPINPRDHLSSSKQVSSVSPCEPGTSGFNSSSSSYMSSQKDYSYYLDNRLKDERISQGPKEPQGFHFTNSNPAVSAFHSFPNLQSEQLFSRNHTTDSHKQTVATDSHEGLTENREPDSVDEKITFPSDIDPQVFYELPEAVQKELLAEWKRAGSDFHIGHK
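Pol iota at 10 nM preincubated 15 min with compounds at room temperature; reaction started with fluorescent substrate, 50 nM final. Fluorescence read kinetically at 0 and 10 min; buffer-only wells as negative control.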
Pin1 inhibitor = blocks the human prolyl isomerase Pin1. Potency, µM (titrated, usually from 115 µM), for the others: at the highest dose activity, negative = inhibition, actives largely listed as inhibitors. AID 504891. Pin1 FP peptide displacement, HiFluor488, 10 min. 0.009% of 390,000 active. Q13526; active = well fitted inhibition curve with a large enough effect in the polarisation, with a control signal flat, not every such curve was filed as active; inconclusive = small, poorly fitted or top-dose-only effect, or effect the other way, or a change in a side signal; inactive = no such curve, though single readings can be large or run the other way; the % refers to the polarisation; also: % is scaled to controls: 0 for no effect and ±100 for the full control effect
BAZ2B block = BAZ2B (human) inhibition. Q9UIF8. AlphaScreen BAZ2B-H3K14Ac peptide displacement. Potency, µM (series often up to 114 µM), inactives show at the highest dose activity change, negative = inhibition, most hits filed as inhibitors. 4.4% of 360,000 active. AID 504333; also: % is scaled to controls: 0 for no effect and ±100 for the full control effect; nearly all actives have a fitted effect of over 60% in size
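Inhibition is scored as reduced AlphaScreen emission. The BAZ2B/b-H3(5-23)K14Ac complex (50 nM each) in PBS pH 7.4, 0.01% Tween-20 meets compound (up to 110 uM) for 30 min at RT before bead addition.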
GLS inhibitor = inhibitors of human glutaminase (GLS) | 0.21% of 410,000 active | GLS enzymatic activity, qHTS titration | Potency, µM (series often up to 45.5 µM), inactives show at the top dose activity change, negative = inhibition, hits mostly inhibitors | AID 624170; also: % is scaled to controls: 0 for no effect and ±100 for the full control effect
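Glutamate formation by hKGA was monitored fluorometrically using coupled glutamate oxidase, HRP and Amplex Red. Substrate was added as 1 mM L-glutamine solution; incubation was 30 min at RT after an initial read.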
* hit, by the source's call; i = inactive; ? = inconclusive; . = not tested or not shown; & = joins results of further samples; [ ] = remark or other dose. Unless noted, calls follow the shape of the dose curve; as a rule, active = well fitted curve in the direction sought with a large enough effect; inconclusive = small, poorly fitted or top-dose-only effect, or another doubt; inactive = no such curve, though single readings can be large; an effect the other way counts as inactive or inconclusive. Potency is read from the fitted curve at half-maximal effect.

SMILES	G9a block	Tb PGK inh	JMJD2A Tudor	HP1b chromo inh	BLM inh	Pol iota inh	Pin1 inhibitor	BAZ2B block	GLS inhibitor
O=c1[nH]c(=O)n(Cc2ccco2)c(O)c1C=NCc1ccco1	-4%[0.501 µM]	.	-16%	7%	-9%	40µM*	-6%	56µM*	-25%
O=c1c2ccccc2nc(C[n+]2ccccc2)n1-c1cccc(C(F)(F)F)c1	-3%[12.7 µM]	-1%	14%	31%	2%	29%	-2%	-37%	-30%
COc1ccc(C(Nc2ccccc2)P(=O)(Oc2ccccc2)Oc2ccccc2)cc1 (stereo not drawn)	?	-7%	-17%	20%	1%	-10%	0%	-21%	4%
CC(=O)NS(=O)(=O)c1ccc(NC(=O)c2cccn(Cc3ccc(Cl)cc3)c2=O)cc1	-27%[59 µM]	-5%	1%	29%[57 µM]	-1%	-21%	3%	2%	?
COc1cccc(NP(=O)(Oc2ccc(Cl)cc2)Oc2ccc(Cl)cc2)c1	14%[59 µM]	-1%	17%	58%	-10%	9%	-9%	-3%	0%
Cn1c(O)c(/C=N/N2CCCCC2)c(=O)[nH]c1=O	-2%[59 µM]	-5%	-6%[57.1 µM]	42%[activator]	-3%	24%	-1%	5%	30%[activator]
COC(=O)C1=CCCN(C)C1	16%[59 µM]	-8%	-12%	44%[activator]	-8%	3%[58.9 µM]	0%	-18%	0%&-9%
O=C1NC(=S)N(c2ccccc2F)C(=O)/C1=C\c1cccs1	1.3µM*	i	50µM*	-12%	4%	?	?	50µM*	-14%
O=C(c1cc(C(=O)NCc2ccccc2)c(=O)n(Cc2ccccc2)c1)c1cc(Cl)ccc1O	-6%[59 µM]	-1%	?	-8%	-10%	-1%	78%[activator]	-33%	9%
COc1ccc2c(c1OC)CN(C)CCc1cc3c(cc1C(=O)C2)OCO3	13%	2%	-6%	4%	-6%	126%[activator]	-7%	-5%	-3%
COC(=O)C1=C(c2ccccc2OCc2ccccc2)C[C@@H]2CC[C@H]1N2C(=O)NCc1ccc([N+](=O)[O-])cc1	-5%[2.33 µM]	-3%	-21%	28%	.	-12%	4%	-6%	1%
C/C(=C\c1ccc(N(C)C)cc1)[N+](=O)[O-]	?	-2%	-25%	-4%	-3%	?	15%	-32%	-2%
C[C@]12CCC3C(CC[C@H]4[C@H](O)[C@H](O)CC[C@]34C)C1CCC2=O (stereo partly drawn)	.	-3%	2%	16%	.	35%[activator]	0%	.	1%
CCCCN1C(=O)/C(=C/C=C/c2ccco2)C(=O)NC1=S	7.9µM*	?	22µM*	35µM*	41%[activator]	28µM*	?	35µM*	-11%
NCC(CC(=O)O)c1ccc(Cl)cc1 (stereo not drawn)	10%[59 µM]	0%	-9%[11.4 µM]	30%	3%&0%&6%&1%	-2%	0%	-3%	-24%&-7%
C[C@]12CCC3=C4CCC(=O)C=C4CC[C@H]3C1CC[C@@H]2O (stereo partly drawn)	28%	i	-6%	25%	0%	100%[activator]	2%	5%	-6%
Cc1ccc(C(C)C)cc1OCC(=O)Nc1nnc(C2CC2)s1	.	3%	-13%	-10%	.	61%[activator]	-3%	.	-5%
O=c1[nH]c(=O)n(CCc2ccccc2)c(O)c1C=NCc1ccc2c(c1)OCO2	?	-6%	-17%	20%	-15%	9%	22%	-5%	2%
Cc1ccc(NC(=O)c2cccn(Cc3ccccc3C)c2=O)c(C)c1	22%[59 µM]	1%	-5%	28%[57 µM]	-6%	14%	-3%	4%	5%
Cc1cccnc1-n1c(-c2ccccc2)nc2ccccc2c1=O	-3%	2%	2%	33%[activator]	-1%	18%	4%	8%	3%

Complete entries, looked up by structure.
NCC(CC(=O)O)c1ccc(Cl)cc1 (stereo not drawn) in the list: G9a block = 10%[59 µM]; Tb PGK inh = 0%; JMJD2A Tudor = -9%[11.4 µM]; HP1b chromo inh = 30%; BLM inh = 3%&0%&6%&1%; Pol iota inh = -2%; Pin1 inhibitor = 0%; BAZ2B block = -3%; GLS inhibitor = -24%&-7%
Cc1cccnc1-n1c(-c2ccccc2)nc2ccccc2c1=O in the list: G9a block = -3%; Tb PGK inh = 2%; JMJD2A Tudor = 2%; HP1b chromo inh = 33%[activator]; BLM inh = -1%; Pol iota inh = 18%; Pin1 inhibitor = 4%; BAZ2B block = 8%; GLS inhibitor = 3%

Next compounds.
SMILES	G9a block	Tb PGK inh	JMJD2A Tudor	HP1b chromo inh	BLM inh	Pol iota inh	Pin1 inhibitor	BAZ2B block	GLS inhibitor
O=C(Nc1ccccc1)Oc1ccccc1	7%[12.7 µM]	-8%	-10%	11%	-2%	-10%	-1%	4%	42%[activator]
COc1c2c(cc3c1OCO3)CC[N+](C)=C2	-40%[2.33 µM]	-9%	-33%	10%	0%&-4%&3%	-33%	-4%	-1%	10%
CC(C)n1cc(C(=O)N(CC(=O)NC(C)(C)C)Cc2ccccc2)cn1	-12%[59 µM]	2%	11%	51%[activator]	2%	29%	-6%	2%	-4%
O=S(=O)(c1ccc(F)c(F)c1F)N1CCN(c2ncnc3sccc23)CC1	.	-4%	-6%	49%[activator]	.	13%	7%	.	-3%
CCCCC(=O)N/N=C/c1c(O)n(Cc2ccc(F)cc2)c(=O)[nH]c1=O	-12%	0%	-30%	26%	-5%	122%[activator]	?	?	-19%
CCN(CC)CCN=Cc1c(O)n(Cc2ccccc2)c(=O)[nH]c1=O	-6%	-1%&-9%	-11%&-11%	32%&22%	-2%&0%	20%&-9%	-3%&42%	4%&5%	12%&0%
CC(=O)NC(Cc1ccc(N(CCCl)CCCl)cc1)C(=O)NC(CC(C)C)C(=O)O (stereo not drawn)	50µM*	4%	-27%	15%	-1%	75%[activator]	0%	?	4%
Cc1ccc(-n2c(O)c(/C=N/c3ncc(Br)cc3Br)c(=O)[nH]c2=O)cc1	9%[59 µM]	-6%	-14%	4%	-4%	19%	25%	?	0%
CN(C)C(=O)NC(O)C(Cl)(Cl)Cl (stereo not drawn)	-1%	.	-2%	20%	0%	9%	-2%	-7%	4%
Cc1ccc(S(=O)(=O)N2Cc3ccccc3-n3nncc3C2)cc1	.	4%	-33%	22%	.	3%	-2%	.	4%

An excerpt of these results, as labelled records.
COC(=O)C1=CCCN(C)C1
- G9a block: 16%[59 µM]
- Tb PGK inh: -8%
- JMJD2A Tudor: -12%
- HP1b chromo inh: 44%[activator]
- BLM inh: -8%
- Pol iota inh: 3%[58.9 µM]
- Pin1 inhibitor: 0%
- BAZ2B block: -18%
- GLS inhibitor: 0%&-9%

O=C1NC(=S)N(c2ccccc2F)C(=O)/C1=C\c1cccs1
- G9a block: 1.3µM*
- Tb PGK inh: i
- JMJD2A Tudor: 50µM*
- HP1b chromo inh: -12%
- BLM inh: 4%
- Pol iota inh: ?
- Pin1 inhibitor: ?
- BAZ2B block: 50µM*
- GLS inhibitor: -14%

O=C(c1cc(C(=O)NCc2ccccc2)c(=O)n(Cc2ccccc2)c1)c1cc(Cl)ccc1O
- G9a block: -6%[59 µM]
- Tb PGK inh: -1%
- JMJD2A Tudor: ?
- HP1b chromo inh: -8%
- BLM inh: -10%
- Pol iota inh: -1%
- Pin1 inhibitor: 78%[activator]
- BAZ2B block: -33%
- GLS inhibitor: 9%

COc1ccc2c(c1OC)CN(C)CCc1cc3c(cc1C(=O)C2)OCO3
- G9a block: 13%
- Tb PGK inh: 2%
- JMJD2A Tudor: -6%
- HP1b chromo inh: 4%
- BLM inh: -6%
- Pol iota inh: 126%[activator]
- Pin1 inhibitor: -7%
- BAZ2B block: -5%
- GLS inhibitor: -3%

Other compounds.
SMILES	G9a block	Tb PGK inh	JMJD2A Tudor	HP1b chromo inh	BLM inh	Pol iota inh	Pin1 inhibitor	BAZ2B block	GLS inhibitor
CCOc1ccc(-c2cc(C)[n+](CCN(CC)CC)c(-c3ccc(OCC)cc3)c2)cc1	9%[59 µM]	-5%	-5%	25%	-2%	9%	19%	-12%	7%
COc1cc(CN=Cc2c(O)n(Cc3ccccc3)c(=S)[nH]c2=O)cc(OC)c1	.	-2%	-1%	34%[activator]	-5%	-16%[58.9 µM]	23%	-8%	-10%
CC(=O)OC1=CC[C@H]2[C@@H]3CC[C@H]4C[C@H](OC(C)=O)[C@@H](OC(C)=O)C[C@]4(C)[C@H]3CC[C@]12C	-1%[12.7 µM]	i	-14%	71%[activator]	.	14%	1%	-4%	-5%
CCN1CCN(Cc2ccccc2C)CC1	3%[12.7 µM]	-10%	-19%	20%	0%	-5%	-3%	6%	-6%
CCn1cc(CN2CCCC(C(=O)c3cccc(OC)c3)C2)c(C)n1 (stereo not drawn)	22%	7%	-26%	43%[activator]	1%	43%[activator]	-1%	-18%	7%
c1ccc2ncccc2c1	.	-4%	-18%	19%	.	6%&54%	1%	.	4%
CN(C)C(=O)Oc1cccc2c(OC(=O)N(C)C)cccc12	?	0%	-2%	32%	0%	6%	-3%	7%	10%
Cc1ccc2c(c1)C1CN(C)CCC1N2C(=O)c1ccccc1NS(=O)(=O)c1ccc(F)cc1C (stereo not drawn)	?	-4%	-25%	39%[activator]	-12%	16%	-1%	-11%	19%
C[C@@H]1CN([C@H](C)CO)C(=O)c2cc(NC(=O)Nc3ccc(C(F)(F)F)cc3)ccc2O[C@H]1CN(C)S(=O)(=O)c1cccs1	.	10%	-24%	6%	.	-1%	36%[activator]	.	3%
O=CC1=C(N2CCOCC2)/C(=C\c2ccccc2)CC1	40µM*	6%	-11%	35%	2%	-8%	0%	-10%	11%
CC(Cc1ccccc1)[n+]1cc(/N=C(\[O-])Nc2ccccc2)on1 (stereo not drawn)	-3%[59 µM]	-7%	-6%	-4%	-2%	10%	-11%	-18%	13%
O=C(/C=C/c1ccc2c(c1)OCO2)c1c(O)n(CCC2=CCCCC2)c(=O)[nH]c1=O	11µM*	-9%	-11%	14%	-5%	10%	58%[activator]	9%	19%

Screening results: PubChem, National Center for Advancing Translational Sciences (NCATS)

A portion of the library, so the mix of outcomes need not match the whole.
